ER stress rescue – protection against thapsigargin-triggered cell killing – 384-well, CSM14.1, ATP luminescence, primary screen (AID 1222); CSM14.1 thapsigargin-induced death rescue, ATP luminescence; higher % means a stronger effect; one-dose cellular ATP content (survival), % at 20 µM; EC50 in µM for titrated hits; 190,000 tested, under 10 active;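 active = EC50 below 50 µM in the dose-response confirmation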;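 also: death triggered by thapsigargin at about 15 µM added after 2 h compound pretreatment; cell ATP read after overnight thapsigargin exposure of roughly 18 to 22 hours; normalized against plate controls of thapsigargin alone and 5% DMSO vehicle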
T cell modulator – modulates CD8 T cell binding to vesicles; 2C CD8+ T cell-vesicle binding, flow cytometry; hits give low values; calls only at 7 µM; actives 0.068% (n = 330,000); AID 2052;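 active = response, share of CD8 T cells binding vesicles, and their 90th percentile fluorescence all below set limits, cut at about 80% in these data, passing the limit was not always enough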
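Test system: purified 2C TCR transgenic mouse naive CD8+ T cells. Probe or stimulus: QL9-peptide-loaded Drosophila micro-vesicles bearing Ld, ICAM-1 and B7-1. Incubation: binding step 1.5 h, 37 °C, antibody labelling 20 min, ice. Measured by: flow cytometry of vesicle-bound cells.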
Autophagy HCS – modulators of autophagy; MEF GFP-LC3 puncta imaging; test concentration mostly 10 µM; AID 463193; actives 0.98% (n = 190,000); calls only at 10 µM (by protocol);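 active = percentage of spot-positive cells more than 3 SD above its plate mean, without a fluorescence outlier flag or 80% toxicity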;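 also: spot-positive cell cutoff set from DMSO-treated cells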
Insulin prom up – MIN6 insulin promoter up-regulation. z-score at 5 µM. actives 0.3% (n = 190,000). AID 1625. MIN6 insulin promoter-GFP reporter, high-content imaging; hits give high values;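 active = z-score above 3 at 5 µM with at least 500 cells counted in the well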
bCat nuc transl – alters nuclear translocation of beta-catenin in HeLa cells | immunofluorescence imaging | nuclear translocation activity, % at 5 µM | AID 1665 | actives 0.3% (n = 190,000);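 active = nuclear translocation activity above 50% at 5 µM, with a well cell count of 50 or more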;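 also: per-cell ratio of nuclear to cytoplasmic median beta-catenin stain intensity; plate controls were DMSO negative control for no effect and GSK-3 inhibitor IX positive control for full effect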
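Assay system: human HeLa cells, native beta-catenin; doses: 5 µM primary, 0.02–20 µM confirmation; incubation: compound treatment 24 h, 37°C, 5% CO2; technique: fluorescence imaging of beta-catenin antibody stain plus DAPI; measure: % activation, nuclear-to-cytoplasmic median beta-catenin signal ratio per cell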
Dynein transport – dynein cargo transport inhibition; 3617.4 mouse cells, GR-EGFP nuclear translocation imaging; test concentration mostly 20 µM; stimulated with dexamethasone, 1 µM; hits give low values; z-score, hits read low; actives 0.47% (n = 220,000); AID 1381;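 active = plate z-score of nuclear minus cytoplasmic receptor signal below a set negative limit, without overly bright fluorescence or cell loss, cut at about -3.5 in these data, passing the limit was not always enough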;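 also: z-score of nuclear minus cytoplasmic ring GR-EGFP intensity difference per well; some compounds called inactive have numbers as strong as hits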
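Also added – dexamethasone, 1.0 µM final · Buffer or medium – tet-free, stripped-serum medium · Schedule – induction 48 h, compound 1 h, agonist 30 min · Detection – formaldehyde fixation, Hoechst nuclear stain, 10x automated fluorescence imaging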
Salmonella PhoP GFP – PhoP-dependent GFP reporter repression – Salmonella Typhimurium, primary screen (AID 1863). one-dose inhibition, % at 50 µM; IC50 in µM for titrated hits. actives 0.16% (n = 300,000). S. Typhimurium PhoP-regulated promoter GFP reporter, 4 h; higher % means a stronger effect;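 active = inhibition over 29.93%, a cutoff 3 SD above the screen mean, later confirmed by dose response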;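 also: 0% = low Mg2+ inducing control and 100% = high Mg2+ repressing control; strong numbers were not always called active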
Lipid droplet – hepatic lipid droplet formation modulation; actives 0.4% (n = 240,000); AML12 mouse hepatocytes, oleate lipid droplets, BODIPY imaging; inhibition, % at 6.5 µM;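 active = lipid droplet intensity inhibited by at least 50%, with more than 500 cells counted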
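material = mouse AML12 hepatocyte cell line, fixed after treatment | also added = 100 µM oleic acid challenge | doses = compound at 6.5 µM only | schedule = overnight exposure | technique = Image-based BODIPY and DAPI two-channel analysis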
MT stabilizer – microtubule stabilizers in HeLa cells. HeLa tubulin immunostaining HCS, 24 h; share of cells brighter than vehicle mean+2SD. % tubulin-high responders, % at 10 µM. actives 0.83% (n = 200,000). AID 2205;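 active = plate Z-score above 3 for both tubulin-high and condensed-nucleus cell shares, with cell loss under 80%, at 10 µM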;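 also: anti alpha tubulin signal scored within the nucleus-defined area of each cell; some results filed as inactive read as strong as hits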
Dynein transport cytoplasmic EGFP – recorded beside Dynein transport, whose call it bears; z-score; measured here: cytoplasmic GR-EGFP intensity; hits give high values
Dynein transport nuclear GR-EGFP – second read-out of Dynein transport, no call of its own (marks repeat the call); z-score; measured here: nuclear GR-EGFP intensity;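 lower value marks the stronger effect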
Dynein transport cell count – recorded beside Dynein transport, whose call it bears; z-score; measured here: cell count per field
Insulin prom up cell count – also measured in Insulin prom up; calls as there; cell count; measured here: cytotoxicity, nuclei count;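 total cells summed across four imaged fields per well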
Lipid droplet cells 6.5 µM – also measured in Lipid droplet; calls as there; cell count; measured here: cell count, cytotoxicity flag;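 cells counted across two imaged fields per well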
bCat nuc transl cell count 5 µM – further read-out of bCat nuc transl, marked with its call; cell count; measured here: cell count, cytotoxicity flag
T cell modulator vesicle-bound % – also measured in T cell modulator; calls as there; double positive events, %; measured here: CD8+ vesicle-bound cell fraction;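 binding gate set so that unloaded-vesicle control wells show 10% double positive cells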
MT stabilizer Hoechst-high % – recorded beside MT stabilizer, whose call it bears; % Hoechst-high responders; measured here: nuclear condensation Hoechst responders;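 share of cells brighter than vehicle mean plus two SD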
MT stabilizer cytotoxicity % – further read-out of MT stabilizer, marked with its call; toxicity, %; measured here: cytotoxicity by cell density;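 0% = mean cell density of plate MIN control wells and 100% = no cells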
Autophagy HCS cell loss 18 h – recorded beside Autophagy HCS, whose call it bears; toxicity, %; measured here: cell loss, nuclei count;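 cell loss after 18 h compound exposure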
Active calls of the source: *; i = inactive; · = no result given.

entry	mol	ER stress rescue	T cell modulator	T cell modulator vesicle-bound %	Autophagy HCS	Autophagy HCS cell loss 18 h	Insulin prom up	Insulin prom up cell count	bCat nuc transl	bCat nuc transl cell count 5 µM	Dynein transport	Dynein transport cytoplasmic EGFP	Dynein transport nuclear GR-EGFP	Dynein transport cell count	Salmonella PhoP GFP	Lipid droplet	Lipid droplet cells 6.5 µM	MT stabilizer	MT stabilizer Hoechst-high %	MT stabilizer cytotoxicity %
1	CCOC(=O)CCCNC(=O)COc1ccccc1C#N	·	i	48	i	25	0.53	1375	-4.0	1012	-0.7	-0.2	0.45	0.6	10%	·	·	2.3	2.0	1.3
2	O=C(Cc1ncc(C(F)(F)F)cc1Cl)N1CCN(c2cccc(Cl)c2)CC1	-0.7%	i	17	i	3	0.06	1923	-3.2	1113	-0.67	-0.22	-0.72	2	-2%	-17	700	1.4	2.2	11
3	O=C(CN(Cc1ccccc1)C(=O)c1csnn1)NCc1ccccc1	-1.4%	i	38	i	-2	0.01	1571	0.7	1496	-0.84	-0.38	-0.66	1.1	9%	-2	644	9.5	0.5	1.3
4	CCN(CC)CCn1c(NCc2cccc(OC)c2OC)nc2ccccc21	8.0%	i	53	i	0	-0.37	1353	-1.5	1177	0.64	-0.038	0.54	0.075	3%	-13	728	1.2	1.1	3.5
5	Cc1ccc(NC(=O)N2CCC(C(=O)NCc3ccc(F)cc3)CC2)cc1	-1.0%	i	44	i	-3	-0.26	1199	6.9	1165	-1.1	-0.25	-0.24	0.85	-16%	·	·	4.2	3.0	16
6	COc1cccc(C(=O)NC(=S)Nc2ccc(Cl)cc2C(=O)O)c1	·	i	52	·	·	-0.24	1065	-0.6	1284	-0.37	-0.25	-0.24	0.36	-4%	-4	691	·	·	·
7	COc1ccc(Cn2ccnc2)cc1Br	-3.4%	i	52	i	0	0.6	1095	-1.0	985	2.3	0.12	1.4	-0.94	5%	13	754	1.3	0.7	4.6
8	O=S(=O)(/C=C/c1ccccc1)N1CCN(Cc2ccccc2)CC1	2.0%	i	49	i	-7	0.38	1506	-5.5	1093	-0.49	-0.33	0.24	0.5	-3%	2	679	2.3	2.5	9.5
9	CSCCC(NC(=O)c1cccc(C)c1)C(=O)OCC(=O)NC(=O)c1cccn1C (stereo unspecified)	3.7%	i	31	i	11	0.26	1458	-0.2	1080	-0.039	-0.19	0.086	-0.22	33%	-4	695	3.2	1.8	7.2
10	Cc1ccccc1-n1nc(C(=O)O)c(C)c(C#N)c1=O	-2.9%	i	38	i	-6	-0.25	1555	-6.2	1000	0.19	-0.19	0.5	-0.26	20%	·	·	4.6	2.4	8.3
11	CC(C)(C)c1ccc(S(=O)(=O)N2C=CC(C(F)(F)F)=NCC2)cc1	0.4%	i	37	i	-2	-0.95	922	-0.3	1196	-0.024	-0.1	0.31	-1.1	-2%	11	799	0.6	1.0	7.0
12	CC(=O)Nc1ccc(OCC(O)Cn2c(C)nc3ccccc32)cc1 (stereo unspecified)	3.4%	i	64	i	-1	0.67	889	-1.8	1054	1.9	-0.25	0.98	-1.2	4%	0	751	3.9	1.4	1.9
13	Cc1cccc(NC(=O)COC(=O)c2cc3ccccc3oc2=O)c1	-13%	i	8	i	-9	-0.6	1325	-0.3	1133	-1.1	-0.35	-0.16	0.78	-10%	4	723	0.1	3.4	8.7
14	CN(CC(=O)Nc1ccccc1F)CC(=O)Nc1ccc(F)c(F)c1F	-0.1%	i	56	i	7	-0.29	1180	7.6	997	0.42	-0.22	0.65	-0.098	-2%	-6	665	4.3	3.2	3.2
15	CC1CCCCN1c1nc(-c2ccncc2)nc2ccccc12 (stereo unspecified)	-0.3%	i	35	i	-25	0.14	1310	1.0	1417	-0.42	-0.23	-0.22	0.76	2%	·	·	2.5	1.4	3.1
16	O=C(COC(=O)/C=C/c1cccs1)Nc1nc(-c2cccc(Br)c2)cs1	·	i	24	·	·	-0.18	942	0.0	1358	-0.27	-0.71	-0.3	-0.55	-11%	0	677	·	·	·
17	CCn1c(O)c(N=Nc2ccc(Cl)c(C(=O)O)c2)c2ccccc21	·	i	61	·	·	0.2	861	0.9	1352	0.7	-0.19	1.1	-1.1	-1%	0	690	·	·	·
18	CCN(CC)C(=O)CSc1nc2cccnc2n1-c1ccccc1OC	3.6%	i	43	i	2	-0.68	1474	-5.7	992	2.1	-0.14	1.1	-0.87	1%	·	·	0.8	2.4	13
19	C=CCNC(=S)Nc1c(C(=O)OC)[nH]c2cc(OC)ccc12	·	i	47	·	·	-0.36	1185	0.7	1251	0.32	-0.26	0.073	0.048	-7%	4	758	·	·	·
20	O=C1NC(=S)N/C1=C/c1ccc(-c2c(Br)cc([N+](=O)[O-])cc2Br)o1	-1.1%	·	·	i	12	0.04	1858	3.0	1064	-2.5	2.5	-0.69	0.83	16%	-4	664	12	20	30
21	Cc1cc(=O)c2ccccc2s1	-1.6%	i	22	i	-6	·	·	·	·	0.2	1.5	0.63	-0.51	3%	·	·	3.8	1.1	6.8
22	Cc1nnc(NC(=O)COc2ccccc2)s1	-0.6%	i	18	i	-1	0.29	905	·	·	0.31	-0.02	0.021	0.26	-2%	-2	754	4.0	2.5	13
23	C=CCN1CCN(C(CCC)c2nnnn2Cc2ccco2)CC1 (stereo unspecified)	-0.5%	i	9	i	4	0.1	1270	-1.7	1101	2	0.18	1.3	-1.1	4%	2	728	2.4	1.5	1.3
24	O=C(CSc1nnc(Cn2nnc(-c3ccccc3)n2)n1-c1ccccc1)Nc1ccc(F)cc1	·	i	28	i	-4	·	·	·	·	-1.3	0.17	-0.2	0.15	9%	13	770	2.0	2.2	18
25	CCN(CC)C(C(=O)NC1CCCCC1)c1ccc(C)cc1 (stereo unspecified)	-0.7%	i	46	i	-1	-0.52	1259	0.0	1074	0.3	-0.31	-0.09	0.32	-2%	-10	786	1.4	2.2	7.9

Taken from the entries so far (2 entries):
entry	mol	ER stress rescue	T cell modulator	T cell modulator vesicle-bound %	Autophagy HCS	Autophagy HCS cell loss 18 h	Insulin prom up	Insulin prom up cell count	bCat nuc transl	bCat nuc transl cell count 5 µM	Dynein transport	Dynein transport cytoplasmic EGFP	Dynein transport nuclear GR-EGFP	Dynein transport cell count	Salmonella PhoP GFP	Lipid droplet	Lipid droplet cells 6.5 µM	MT stabilizer	MT stabilizer Hoechst-high %	MT stabilizer cytotoxicity %
24	O=C(CSc1nnc(Cn2nnc(-c3ccccc3)n2)n1-c1ccccc1)Nc1ccc(F)cc1	·	i	28	i	-4	·	·	·	·	-1.3	0.17	-0.2	0.15	9%	13	770	2.0	2.2	18
25	CCN(CC)C(C(=O)NC1CCCCC1)c1ccc(C)cc1 (stereo unspecified)	-0.7%	i	46	i	-1	-0.52	1259	0.0	1074	0.3	-0.31	-0.09	0.32	-2%	-10	786	1.4	2.2	7.9

(next part)
entry	mol	ER stress rescue	T cell modulator	T cell modulator vesicle-bound %	Autophagy HCS	Autophagy HCS cell loss 18 h	Insulin prom up	Insulin prom up cell count	bCat nuc transl	bCat nuc transl cell count 5 µM	Dynein transport	Dynein transport cytoplasmic EGFP	Dynein transport nuclear GR-EGFP	Dynein transport cell count	Salmonella PhoP GFP	Lipid droplet	Lipid droplet cells 6.5 µM	MT stabilizer	MT stabilizer Hoechst-high %	MT stabilizer cytotoxicity %
26	O=C(Nc1cccnc1Cl)c1ccc(=O)oc1	·	i	20	·	·	0.05	1436	1.8	1313	-0.12	-0.25	-0.094	0.17	1%	·	·	·	·	·
27	CCn1nc(C(=O)N2CCc3ccccc3C2)c2ccccc2c1=O	5.1%	i	20	i	-1	0	1194	0.4	1047	0.74	-0.2	0.41	0.49	-2%	·	·	16*	22*	29*
28	COC(=O)C1=NN(C(C)=O)C2(CC(=O)N(c3cccc(C)c3)C2=O)C1 (stereo unspecified)	-0.1%	i	11	i	-17	0.07	1373	-0.8	930	-0.074	-0.23	-0.058	0.27	-9%	11	774	1.6	2.3	2.5
29	COc1ccc2[nH]c(=O)c(CN(C(=O)NC3CCCCC3)C3CCCC3)cc2c1	0.5%	i	23	i	35	·	·	0.2	1105	0.79	-0.33	1.1	-1.4	9%	·	·	2.0	3.0	18
30	CN(C)C(=S)SCC(=O)Nc1ccc(Cl)cc1Cl	-1.4%	i	42	i	2	-0.12	1147	-4.4	584	0.3	-0.063	0.32	-0.63	-1%	13	754	0.9	1.4	5.6
31	CC(C)Oc1cc(N)c(Cl)cc1Cl	-1.0%	i	23	i	-7	-0.39	1268	-2.8	1011	-0.13	-0.21	-0.03	0.57	-6%	28	706	6.1	2.8	3.1
32	Cc1nonc1-c1csc(N)n1	-1.1%	i	51	i	-12	0.47	1306	-1.2	1174	-0.57	-0.22	-0.74	0.75	8%	2	707	1.7	0.6	4.9
33	Cc1cc2cc(CCNC(=O)C3c4ccccc4Oc4ccccc43)c(=O)[nH]c2cc1C	-1.4%	i	36	i	19	0.66	1325	0.3	530	-0.78	-0.26	0.16	0.94	1%	8	731	4.8	1.8	8.7
34	COC(=O)[C@@H]1C[C@@]2(O)[C@H](O)[C@H](O)[C@H](O)C[C@H]2N1Cc1cccc2ccccc12	·	i	8	·	·	0.69	757	-1.2	1334	0.93	-0.2	0.43	-0.51	1%	36	678	·	·	·
35	NS(=O)(=O)c1ccc2nc(NC(=O)C3CCCO3)sc2c1 (stereo unspecified)	-1.6%	i	64	i	3	0.13	1437	-6.2	585	-0.2	-0.19	0.053	1.1	5%	-13	639	5.3	1.6	6.5

Screening data deposited in PubChem by several laboratories.
